Compound activity: PubChem BioAssay, Broad Institute
esBAF inh: blocks esBAF chromatin remodeling in mouse ES cells; Bmi1-luciferase knock-in reporter, 24 h; 100% = twice the neutral-well signal; reporter increase, % at 12.5 µM; actives 2% (n = 350,000); AID 602393; in the data active = activation above about 40%;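 also: 0% = median of the plate's neutral control wells and 100% = double that signal; a rise in the Bmi1 reporter signal indicates esBAF inhibition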
ARNT TACC3 PPI: disruptors of human ARNT/TACC3 interaction; Q9Y6A5; AlphaScreen His-ARNT PAS-B/GST-TACC3 binding, luminescence; TACC3 fragment carries E629A point mutation; inhibition, % at 9.99 µM; actives 0.66% (n = 390,000); AID 623870;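 active = mean inhibition of replicates at least 50% and at least half of replicates each reaching 50%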;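 also: 0% = complete ARNT plus TACC3 wells and 100% = ARNT alone without TACC3; many hits fall short of the cut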
CFTR F508del cor: CFTR F508del correction in bronchial cells; CFBE cells, YFP halide quenching; stimulated with forskolin plus potentiator P3; % fluorescence drop versus neutral controls; activity (quench increase), % at 7.58 µM; actives 0.36% (n = 350,000);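 active = mean added fluorescence quench of at least 8% versus neutral control, with both replicates also reaching 8%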;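 also: cells transiently co-express mutant CFTR-F508del with the halide-sensitive YFP; corrector assay measuring rescue of mutant channel to the surface after 24 h compound exposure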
GSIS activator: GLuc luminescence reporter in INS-1E cells, primary screen for activators of glucose-dependent secretion of insulin; activation, % at 16.6 µM; actives 0.61% (n = 370,000); INS-1E GLuc reporter insulin secretion, 2-3 h;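 active = lowest replicate activation of at least 40%, so every replicate reaches that level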;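 also: 0% = median of neutral control wells and 100% = median of IBMX positive control wells; some compounds called inactive have numbers as strong as hits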
RAD52 anneal inh: RAD52 (human) annealing inhibition. P43351. recombinant RAD52 DNA annealing, FRET fluorescence. inhibition, % at 18.7 µM. actives 0.46% (n = 360,000). AID 651710;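 active = every replicate showing at least 50% inhibition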
ERAP1 HTS inh: ERAP1 (human) enzyme inhibition; Q9NZ08; recombinant ERAP1, Leu-AMC fluorescence, 60 min; inhibition, % at 10.7 µM; actives 0.15% (n = 340,000); AID 652197;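 active = mean replicate inhibition of at least 30%, or all replicates individually reaching that 30% level; inactive = mean below 30% and not every replicate reaching it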;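 also: 0% = neutral control wells and 100% = L-leucinethiol positive control wells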
XiGFP reactiv: reactivates the inactive X chromosome in mouse fibroblasts. actives 0.055% (n = 360,000). XiGFP mouse fibroblasts, % GFP-positive cells imaging, 3 d; cells co-treated with 5-aza-dC sensitizer; scaled so ellipticine positive control = 100%. activation, % at 7.58 µM;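 active = mean normalized replicate activation at least 10% and every replicate at or above 10%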;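 also: 0% = median of on-plate neutral control wells and 100% = ellipticine 6 µM median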
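Material: XiGFP fibroblasts, SV40-immortalized; Buffer or medium: DMEM containing 5-aza-dC; Compound dosing: single point; Times: 3 days compound exposure.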
RAD54 branch: inhibitors of human RAD54 branch migration; RAD54 Holliday junction branch migration, FAM/BHQ fluorescence; inhibition, % at 10.4 µM; actives 0.14% (n = 360,000); AID 602329;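 active = mean normalized replicate activity at least 40 and at least half of replicates scoring 40 or more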;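 also: 0% = median of neutral control wells and 100% = median of positive control wells; inhibitors cause a drop in the FAM fluorescence signal; in these data hits start at about 50%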
Target sequence (Q92698 whole entry, looked up): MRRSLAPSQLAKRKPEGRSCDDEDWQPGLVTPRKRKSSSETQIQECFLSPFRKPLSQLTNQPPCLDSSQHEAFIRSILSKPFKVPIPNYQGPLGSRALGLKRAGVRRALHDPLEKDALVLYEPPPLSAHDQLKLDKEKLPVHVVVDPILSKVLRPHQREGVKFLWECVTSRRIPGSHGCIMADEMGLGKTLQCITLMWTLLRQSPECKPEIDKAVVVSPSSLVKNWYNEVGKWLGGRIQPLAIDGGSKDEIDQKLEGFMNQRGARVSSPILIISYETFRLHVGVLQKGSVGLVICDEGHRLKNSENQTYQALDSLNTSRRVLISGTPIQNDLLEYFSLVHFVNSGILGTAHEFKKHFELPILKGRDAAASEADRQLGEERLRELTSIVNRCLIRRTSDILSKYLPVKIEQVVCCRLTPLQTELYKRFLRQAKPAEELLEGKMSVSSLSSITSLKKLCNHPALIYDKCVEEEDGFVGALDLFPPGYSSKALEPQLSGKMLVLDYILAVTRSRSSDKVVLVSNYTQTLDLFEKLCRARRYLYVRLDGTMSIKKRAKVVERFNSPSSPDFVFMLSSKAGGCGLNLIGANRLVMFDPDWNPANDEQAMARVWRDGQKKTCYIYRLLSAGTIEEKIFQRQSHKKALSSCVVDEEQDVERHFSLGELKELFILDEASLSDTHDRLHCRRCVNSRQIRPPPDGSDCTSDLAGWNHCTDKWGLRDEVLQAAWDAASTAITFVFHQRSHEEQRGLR
The depositor's hits bear a star; · = not tested or not shown.

SMILES	esBAF inh	ARNT TACC3 PPI	CFTR F508del cor	GSIS activator	RAD52 anneal inh	ERAP1 HTS inh	XiGFP reactiv	RAD54 branch
Oc1ccc(C=NNC(=S)Nc2ccccc2)nc1	·	·	6.3	-12	-12	3	0.8	-3
CN(CC(=O)Nc1ccccc1Cl)C(=O)c1ccc(-c2cccc(C(F)(F)F)c2)o1	8	3	0.1	-47	-34	1	-0.1	-8
CNC[C@H]1OCCCC[C@@H](C)Oc2ccc(NC(=O)c3ccccc3)cc2C(=O)N([C@H](C)CO)C[C@@H]1C	0	·	-0.7	22	3	0	-0.2	-1
O=C(CN1C(=O)NC2(CCCC2)C1=O)Nc1cccc(C(F)(F)F)c1	5	·	0.9	-16	-5	0	0.0	-5
CC(C)(C)C(C(=O)NCc1ccccc1)N1CCN(C(=O)C2CCCO2)CC1 (stereo not given)	·	·	-1.0	21	-1	-1	-0.1	·
CC1CCN(c2c(NCC3CCC(C(=O)N4CCc5ccccc5C4)CC3)c(=O)c2=O)CC1 (stereo not given)	3	-14	-5.9	·	-1	-1	0.0	-3
C[C@@H]1CN([C@@H](C)CO)C(=O)c2cc(NC(=O)NC3CCCCC3)ccc2O[C@@H](C)CCCCO[C@H]1CN(C)Cc1ccccc1	-1	6	-3.4	-24	3	-2	-1.2	6
COC(=O)C1=C(C)N(C)C(=NCc2ccccc2C(F)(F)F)NC1c1cccc(F)c1 (stereo not given)	·	·	0.6	-40	-5	3	0.4	·
CC[C@H](C)C(N)c1cn([C@@H](CC(N)=O)C(=O)N2CCNCC2)nn1 (stereo not given in full)	2	-3	-1.0	·	-11	-3	1.0	-25
S=c1[nH]nc(-c2ccc(Br)cc2)n1-c1ccc(Br)cc1	-4	-3	4.5	-4	5	1	0.2	-8
COC(=O)[C@H]1[C@H](CO)[C@H]2Cn3c(ccc(-c4cccc(C(=O)N(C)C)c4)c3=O)[C@H]2N1CC1CC1	-8	-5	·	8	4	-1	0.2	0
COc1ccc(OC(C)C(=O)NC2CCCCCC2)cc1 (stereo not given)	5	·	3.5	20	-2	6	0.0	-4
COc1ccc(N2C(=O)C3C(C2=O)C2C=CC3C23CC3)c([N+](=O)[O-])c1 (stereo not given)	-4	·	·	-8	-3	5	0.2	1
O=[N+]([O-])c1ccc(-n2ccnc2)cc1	·	-2	0.3	·	-6	1	0.0	2
O=C(NNC(=S)Nc1ccc(F)cc1)c1cccc([N+](=O)[O-])c1	3	7	1.9	-20	-15	-1	0.3	4
CCOCCCNC(=O)c1cc(-c2ccc(Br)s2)nc2ccccc12	4	5	-3.6	-2	-48	1	0.1	-20
COc1cccc(NC(=O)CCC(=O)Nc2cc(OC)c(NC(=O)c3cccs3)cc2OC)c1	-8	50*	-2.7	14	-9	2	0.3	-16
Cc1ccc2oc(=O)c3cc(C(=O)NCCCN4CCc5ccccc5C4)sc3c2c1	-7	·	2.4	22	-18	2	0.0	15
COc1cc(OC)cc(-c2nc(=S)n3ccsc3n2)c1	·	-1	-4.4	23	-7	4	0.0	·
O=[N+]([O-])c1cc(Cl)ccc1N1CCOCC1	-7	-7	2.5	-12	-6	7	1.3	-2
CCOC(=O)c1[nH]c(C)c(C(=O)C(C)C)c1C	36	-5	·	19	·	·	·	2
O=C(COC(=O)c1ccc(CO)cc1)Nc1ccc(OC(F)F)cc1	·	-23	-0.5	-9	0	-5	0.0	·
COc1ccc2c(c1)c(=O)oc1cc(OCC(=O)NCC3CCC(C(=O)O)CC3)ccc12 (stereo not given)	3	-6	-2.4	·	0	-47	·	19
C[C@@H]1CN([C@@H](C)CO)C(=O)Cc2cc(NC(=O)Nc3ccc4c(c3)OCO4)ccc2O[C@H]1CN(C)CC1CCCCC1	0	15	1.2	0	23	1	0.2	0
CN(CCOc1ccccc1)C(=O)C1CCC(=O)N(CCN2CCOCC2)C1 (stereo not given)	5	-2	-2.1	-9	-7	7	0.0	-1
CSc1ccccc1NC(=O)C1C2CCC(C2)C1C(=O)O (stereo not given)	-1	1	-4.9	7	-17	-30	0.0	3
C[C@@H](NC(=O)C[C@H]1CC[C@@H](NC(=O)CN2CCOCC2)[C@@H](CO)O1)c1ccccc1	6	-2	-2.4	1	-10	0	-0.4	5
c1ccc(Cn2nnnc2C(c2ccccn2)N2CCOCC2)cc1 (stereo not given)	-2	-1	·	11	·	·	·	-1
COC(=O)C[C@@H]1CC[C@@H]2[C@@H](COc3ccc(NC(=O)c4ccc(OC)cc4)cc3C(=O)N2C)O1	2	-8	1.0	15	6	1	0.3	3
CCOC(=O)Cn1nc(C)c(NC(=O)COc2ccccc2[N+](=O)[O-])c1C	·	-1	·	4	-7	7	0.2	·

In a second layout: two of the compounds above.
| SMILES | esBAF inh | ARNT TACC3 PPI | CFTR F508del cor | GSIS activator | RAD52 anneal inh | ERAP1 HTS inh | XiGFP reactiv | RAD54 branch |
| --- | --- | --- | --- | --- | --- | --- | --- | --- |
| CCOC(=O)c1[nH]c(C)c(C(=O)C(C)C)c1C | 36 | -5 | · | 19 | · | · | · | 2 |
| COC(=O)[C@H]1[C@H](CO)[C@H]2Cn3c(ccc(-c4cccc(C(=O)N(C)C)c4)c3=O)[C@H]2N1CC1CC1 | -8 | -5 | · | 8 | 4 | -1 | 0.2 | 0 |

Following part:
SMILES	esBAF inh	ARNT TACC3 PPI	CFTR F508del cor	GSIS activator	RAD52 anneal inh	ERAP1 HTS inh	XiGFP reactiv	RAD54 branch
Cc1ccc(N2CC(C(=O)Nc3ccc(C)c(S(=O)(=O)N(C)C)c3)CC2=O)cc1 (stereo not given)	·	-4	0.0	-25	-19	-3	0.1	·
Cc1ccc(N(C(=O)CNC(=O)c2ccco2)C(C(=O)NC2CCCCC2)c2cccnc2)cc1C (stereo not given)	-3	-2	2.2	-11	-10	-5	0.0	-9
CO[C@@H]1CN(C)C(=O)c2ccc(NC(=O)C3CC3)cc2OC[C@H](C)N(CC2CC2)C[C@H]1C	0	8	0.1	9	6	-2	0.2	-3
CC(C)[C@H](NC(=O)N1CCC(Cc2ccccc2)CC1)C(=O)O	-4	4	-1.0	-5	-17	1	0.0	-4
CCN(CC)S(=O)(=O)c1ccc(S(=O)(=O)N(Cc2ccccn2)Cc2ccco2)cc1	9	26	2.5	-18	-14	-2	·	6
Cc1ccc(C#N)c(SCc2nnc(-c3ccc(Cl)cc3)o2)n1	-67	-7	·	10	·	·	1.0	6
C[C@@H]1CN([C@@H](C)CO)C(=O)c2cccc(NC(=O)Nc3ccc4c(c3)OCO4)c2O[C@@H]1CN(C)Cc1ccncc1	22	-2	-2.8	4	-3	7	-1.1	-8
O=S1(=O)N=C(N(Cc2cccs2)c2ccc(O)cc2)c2ccccc21	·	-6	-2.1	-5	1	5	0.0	·
COC(=O)Nc1nc(C)c(C(=O)N(C)C)s1	-6	-10	·	24	·	·	·	-1
Cc1nc(N)nc(N)c1CCCc1ccc(Cl)c(Cl)c1	·	1	5.8	-21	-49	·	0.5	-4
O=C(CCS(=O)(=O)c1ccccc1)NNC(=O)CSc1ccccc1F	-1	-3	1.2	8	-8	0	0.8	8
C/C=C/c1ccc([C@H]2[C@H](CO)N[C@H]2CN(C(=O)C2CCC2)C(C)C)cc1	1	0	-1.0	-6	12	1	0.5	-4
CC(CC(=O)NCc1ccc(Cl)cc1)c1ccccc1 (stereo not given)	-6	-3	3.8	-28	-14	-2	0.4	-6
O=C(C1CCOCC1)N1C[C@@H]2[C@H](c3ccccc31)[C@@H](CO)N2C(=O)Nc1cccc(F)c1	-3	5	1.6	-6	-16	2	0.1	-5
COc1ccc2[nH]c3c(c2c1)CCN1C(=O)N([C@@H](C)C(=O)NCc2c(F)cccc2Cl)C(=O)[C@]31C	11	-1	0.8	-13	-42	·	·	2
CCn1c(SCC(=O)NCc2ccc3c(c2)OCO3)nc2c(c1=O)SCC2	-4	-4	-3.0	23	-6	-2	-0.2	0
COCCn1c(=NC(=O)c2ccccc2[N+](=O)[O-])sc2cc(S(C)(=O)=O)ccc21	·	1	·	·	3	0	0.1	·
Cn1c(=O)c([N+](=O)[O-])c(-n2ccnc2)c2ccccc21	·	11	2.0	7	-10	5	0.1	·
O=C1C=C(c2ccccc2Oc2ccccc2)C[C@@H](c2ccc3c(c2)OCO3)C1	-1	-2	2.2	9	5	1	0.0	-4
CN(CC(=O)Nc1ccccc1Br)C(=O)CNC(=O)c1ccc(Oc2ccccc2)cc1	11	4	1.3	-61	-19	1	0.1	0
O=C([C@@H]1[C@@H](CO)[C@@H]2Cn3c(cccc3=O)[C@H]1N2Cc1ccccc1)N1CCCCC1	-1	5	·	19	13	1	0.0	16
Cn1c(-c2ccncc2)nc2ccccc21	3	-10	-5.9	3	-8	3	0.0	-4
CC(=O)N/N=C(\C)C1COc2ccccc2O1 (stereo not given)	·	-1	-0.1	4	4	0	0.2	5
CC(C)CC(NC(=O)C1CCC(=O)N1)C(=O)NC(CC(C)C)C(=O)N1CCCC1C(N)=O (stereo not given)	-1	-4	0.6	-2	-16	-3	0.0	-5
CSc1ccccc1NC(=O)CN(Cc1ccc(Cl)cc1)S(C)(=O)=O	5	-6	·	13	·	·	·	2
C[C@H](CO)N1C[C@H](C)[C@@H](CN(C)S(=O)(=O)c2cn(C)cn2)OCCCC[C@H](C)Oc2ccc(NC(=O)c3ccncc3)cc2C1=O	-1	-9	0.3	5	7	2	0.3	4
Cc1cc(C(=O)COC(=O)c2cc(Cl)c(O)c(Cl)c2)c(C)n1C	25	-5	-3.9	·	-5	-1	-0.1	-16
Cc1ccc(S(=O)(=O)N2C3CCCCC3O[C@H]2CC(=O)c2ccccc2)cc1 (stereo not given in full)	·	·	-3.2	3	1	-3	-0.1	·
Cc1cc(C)cc(OCC(=O)NCc2nc(-c3ccccc3)no2)c1	5	19	1.1	-6	-7	-1	·	1
O=C(N/N=C/C(Br)=C/c1ccccc1)NC1CCCCC1	·	25	0.2	-30	-12	1	0.0	·

Compound profiles (already shown). Order of screens: esBAF inh	ARNT TACC3 PPI	CFTR F508del cor	GSIS activator	RAD52 anneal inh	ERAP1 HTS inh	XiGFP reactiv	RAD54 branch
CC(=O)N/N=C(\C)C1COc2ccccc2O1 (stereo not given) reads ·	-1	-0.1	4	4	0	0.2	5
CC(CC(=O)NCc1ccc(Cl)cc1)c1ccccc1 (stereo not given) reads -6	-3	3.8	-28	-14	-2	0.4	-6
S=c1[nH]nc(-c2ccc(Br)cc2)n1-c1ccc(Br)cc1 reads -4	-3	4.5	-4	5	1	0.2	-8

Next compounds follow.
SMILES	esBAF inh	ARNT TACC3 PPI	CFTR F508del cor	GSIS activator	RAD52 anneal inh	ERAP1 HTS inh	XiGFP reactiv	RAD54 branch
O=c1ccc2cc3c(-c4ccccc4)coc3cc2o1	24	5	-3.6	57	-10	-3	0.1	15
COC(=O)[C@@H]1CCCN1Cc1nc(Cc2ccc(OC)c(OC)c2)no1	·	-10	0.6	-11	21	-4	0.0	·
COC(=O)c1sccc1NC(=O)Nc1ccc(F)cc1	·	0	0.0	-7	-6	5	-0.1	2
CCn1c(O)c(N=NC(=O)Cn2ccc(C(F)(F)F)n2)c2ccccc21	·	6	·	-33	-4	2	0.0	·
COC(C(=O)Nc1ccc(Br)cc1F)c1ccccc1 (stereo not given)	·	-7	-0.1	-9	-29	-2	0.2	·
Cc1cc(C(F)(F)F)n(-c2nc(C(=O)Nc3cccnc3)cs2)n1	3	3	-1.1	0	-12	1	0.1	-11
Cc1ccc(Cl)cc1NC(=O)CCS(=O)(=O)c1ccc2c(c1)n(C)c(=O)c(=O)n2C	-2	·	·	·	-9	-9	0.0	1
Cn1c(-c2ccccc2)cc2ccccc21	16	-1	-3.2	-2	-2	0	0.1	1
CCN1[C@H](C(=O)NCCCN(C)C)[C@@H](CO)[C@@H]2Cn3c(ccc(C4=CCCC4)c3=O)[C@@H]21	·	·	0.0	9	-12	-3	0.0	·
CCOC(=O)C(=N/O)/C(C)=N/NC(=O)C(=O)Nc1ccc(Cl)cc1	-21	1	-1.3	6	-5	3	0.0	0

Rows were taken by chance. Share with any hit: about 3.3%.
